# Compound activity from PubChem.
# Vif imaging: HIV Vif self-association inhibitors, primary screen, imaging, HEK293T, single point | HEK293T cells, Vif self-association by quenched fluorescence, 24 h | inhibition, % at 7.49 µM | actives 0.35% (n = 340,000); in the data active means inhibition above about 50%, passing the limit was not always enough; further: some results filed as inactive read as strong as hits
# ABHD5 PLIN5 PPI: ABHD5-PLIN5 interaction inhibitors, primary screen, cell lysate, split luciferase complementation, luminescence | Perilipin-5 (Homo sapiens) + 1-acylglycerol-3-phosphate O-acyltransferase ABHD5 (Homo … | Split G. princeps luciferase complementation, 4 h | inhibition, % at 4 µM | actives 0.78% (n = 360,000) | AID 602281, 2012;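 active means inhibition above the mean inhibition across every tested compound plus 3 SD, cut at about 22% in these data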;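 further: 0% = DMSO only wells and the 100% control is not disclosed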
# Glyco luc inh: increase of ERlucT glycosylation luciferase signal, primary screen, N-linked glycosylation inhibitor project, D54 ERlucT cells, luminescence, set 2; D54 ERlucT glycosylation luciferase reporter, 24 h; percent of 100 nM tunicamycin response; reporter increase, % at 12.5 µM; actives 0.23% (n = 360,000);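 active means mean luciferase reporter signal, scaled so untreated is 0 and the glycosylation-blocking control 100, at or above a set limit in every replicate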;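 further: luciferase carries N-glycosylation sites so blocking glycosylation raises the light; 0% = median of neutral control wells and 100% = median of 100 nM tunicamycin wells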
# TLR9-MyD88 inh: inhibitors of TLR9-MyD88 association in cells, primary screen, cell-based, CHO, BLA complementation, fluorescence | Toll-like receptor 9 (Homo sapiens) + Myeloid differentiation primary response protein … | CCF4 FRET ratio | inhibition, % at 4.98 µM | actives 0.21% (n = 340,000) | AID 504734, 2011;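 active means inhibition above the mean over all tested compounds plus 3 SD, cut at about 21% in these data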;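 further: 0% = DMSO only wells and 100% = clavulanate BLA inhibitor control wells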
# Granule exo inh: LAMP-1 surface exposure blockers, TALL-104 cells – cell-based, flow cytometry, MLPCN library, primary screen. TALL-104 LAMP-1 surface exposure; cells stimulated with thapsigargin and PMA. inhibition, % at 10 µM. actives 0.66% (n = 360,000);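 active means inhibition above about 55%, limit read from the data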
# aDG glyco up: activators of alpha-DG glycosylation, primary screen, uHTS, Pro5-aDG cells, AlphaScreen; actives 0.22% (n = 360,000); AID 624168, 2012; activation, % at 10 µM; alpha-DG glycosylation AlphaScreen (IIH6); 0% Pro5, 100% B10-LARGE cell signal;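 active means activation of at least 8% versus controls, or a plate z-score of at least 8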;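 further: Pro5 are CHO cells carrying HIG-tagged alpha-DG that lacks glycosylation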
# ABCB6 inh MLPCN: ABCB6 transporter inhibitors, primary screen, K562-ABCB6 cells, flow cytometry, MLPCN library; ATP-binding cassette sub-family B member 6 (Homo sapiens), Q9NP58; K562-ABCB6 porphyrin accumulation, 1 h; hits give low values; fluorescence ratio to DMSO, % at 10 µM; actives 0.19% (n = 360,000);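 active means fluorescence ratio to DMSO below 75%, the collection mean minus 3 SD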;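 further: signal is porphyrin accumulated inside mitochondria; 100% equals median channel fluorescence of DMSO control wells; lower ratio means ABCB6 inhibition with less porphyrin fluorescence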
# MC4R barr agon: MC4R agonists recruiting beta-arrestin, primary screen, cell-based, luminescence, agonist arm of biased-ligand search. Melanocortin receptor 4 (Homo sapiens), P32245. U2OS MC4R beta-arrestin complementation; percent of melanotan II response, DMSO zero. activation, % at 8.9 µM. actives 0.98% (n = 360,000). AID 540308, 2011;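 active means activation above a per-plate cutoff, the mean activation of sample wells on that plate plus 3 SD, cut at about 8% in these data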
# Target sequence (P32245 whole entry, looked up): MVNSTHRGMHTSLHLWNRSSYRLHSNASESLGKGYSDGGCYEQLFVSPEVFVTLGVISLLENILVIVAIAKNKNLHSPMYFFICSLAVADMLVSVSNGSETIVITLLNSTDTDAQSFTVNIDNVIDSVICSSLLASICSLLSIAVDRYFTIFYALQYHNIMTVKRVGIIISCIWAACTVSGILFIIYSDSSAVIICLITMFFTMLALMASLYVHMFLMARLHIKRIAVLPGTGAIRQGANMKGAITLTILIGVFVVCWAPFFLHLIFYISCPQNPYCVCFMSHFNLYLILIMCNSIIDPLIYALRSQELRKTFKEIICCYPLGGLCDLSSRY
# MC4R antagonist: MC4R antagonists of cAMP signaling, primary screen, cell-based, TR-FRET, antagonist arm of biased-ligand search. MC4R-expressing cells, MTII-stimulated cAMP, LANCE TR-FRET. AID 540295, 2011. inhibition, % at 6.5 µM. actives 0.48% (n = 360,000). Melanocortin receptor 4 (Homo sapiens), P32245;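 active means inhibition above its plate's cutoff, the mean of tested wells on that plate plus 3 SD, cut at about 29% in these data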;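 further: 0% = Melanotan II alone and 100% = Melanotan II plus saturating MCL0020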
#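 Material: human MC4R-expressing U2OS cells. Probe or stimulus: Melanotan II challenge. Dosing: 6.5 µM single dose. Times: 30-min compound, 1-h challenge, 1-h detection, room temperature. Technique: TR-FRET with Eu-cAMP and labeled anti-cAMP, 671 nm. Replication: singlicate.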
# NOD2-RIPK2 inh: NOD2-RIPK2 binding disruptors in cells, primary screen, fluorescence, CHO cells, BLA complementation; CCF4 ratio; inhibition, % at 4.98 µM; actives 0.38% (n = 360,000); in the data active means inhibition above about 21%;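 further: 0% = vehicle only and 100% = reference blocker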
# Target sequence (O43353 whole entry, looked up): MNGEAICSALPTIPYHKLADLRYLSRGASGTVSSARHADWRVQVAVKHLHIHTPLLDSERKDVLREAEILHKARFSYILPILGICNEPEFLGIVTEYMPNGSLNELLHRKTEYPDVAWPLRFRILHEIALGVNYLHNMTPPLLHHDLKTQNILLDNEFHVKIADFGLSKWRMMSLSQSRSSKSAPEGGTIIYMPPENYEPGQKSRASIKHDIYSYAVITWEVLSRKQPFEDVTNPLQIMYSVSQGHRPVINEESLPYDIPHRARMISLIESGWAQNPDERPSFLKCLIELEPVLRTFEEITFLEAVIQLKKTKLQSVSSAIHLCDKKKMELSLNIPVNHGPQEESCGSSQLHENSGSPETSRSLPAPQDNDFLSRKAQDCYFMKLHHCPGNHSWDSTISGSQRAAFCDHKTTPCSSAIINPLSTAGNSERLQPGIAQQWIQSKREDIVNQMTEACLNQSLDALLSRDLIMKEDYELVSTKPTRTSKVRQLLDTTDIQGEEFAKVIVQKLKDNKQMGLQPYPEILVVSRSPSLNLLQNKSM
# * marks the source's active call; other numbers are inactive results; x = not tested or not shown. Only part of the results is shown, so the mix of outcomes need not match the whole.
SMILES,Vif imaging,ABHD5 PLIN5 PPI,Glyco luc inh,TLR9-MyD88 inh,Granule exo inh,aDG glyco up,ABCB6 inh MLPCN,MC4R barr agon,MC4R antagonist,NOD2-RIPK2 inh
COC(=O)C1=NN(c2ccccc2)C2(S1)SC(C(C)=O)=C(C)N2c1ccccc1 (stereo not given),x,-5,2,0,3,-0.2,101,3.4,-6,3
CCOC(=O)c1ccc(N(C(=O)c2cnccn2)C(C(=O)NC2CCCCC2)c2cn(C)nc2C)cc1 (stereo not given),7,-5,1,2,3,0.4,92,-1.5,-2,-2
Cc1cc2nc(-c3ccncc3)cc(C(F)(F)F)n2n1,10,-5,0,-1,0,-0.1,100,-2.9,-3,-2
O=C(NCC(=O)N(c1ccccc1)C(C(=O)NCC1CCCO1)c1ccccc1)c1cccs1 (stereo not given),12,-1,1,-4,-7,0.1,98,-2.2,2,-2
O=C(CN1CCN(S(=O)(=O)c2cc(C(F)(F)F)ccc2Cl)CC1)N1CCc2ccccc2C1,-2,8,0,1,-1,0.5,100,-0.2,4,4
CCOC(=O)c1c(C)oc2ccc(NS(=O)(=O)c3cccs3)cc12,-3,-2,-2,-7,2,0.1,96,3.5,-3,-8
Cc1c(C(=O)Oc2cccc3cccnc23)oc2ccccc12,-1,3,2,8,-1,1.7,96,-2.0,10,-7
Cc1cc(C)cc(N2C(=O)CCN(Cc3ccccc3)C2=O)c1,5,1,1,5,-2,0.1,94,-1.6,4,-1
CCC(C)NC(=O)COC(=O)c1cccnc1Nc1ccccc1F (stereo not given),2,4,1,-9,0,0.1,96,-2.0,3,-7
COc1ccnc(CS(=O)c2nc3cc(C(O)(F)F)ccc3[nH]2)c1OC (stereo not given),x,-19,0,6,4,-0.1,104,-1.2,1,0
O=C(CSc1nnc(NC2CC2)s1)Nc1ccc(N2CCOCC2)cc1,x,-7,3,-9,-4,-0.2,101,-1.4,0,5
COCCCNC(=O)CCSc1ccc(C)cc1,x,6,2,4,2,-0.1,94,-0.9,-1,-8
CC(NC(=S)NC1CCCCC1)c1ccc(C(C)(C)C)cc1 (stereo not given),6,-13,-6,-17,5,2.0,81,5.6,-1,2
COc1ccccc1Oc1nc(C)c(C(C)=O)cc1C#N,-1,12,2,9,24,0.0,99,-1.0,3,4
O=C(COC(=O)c1ccccc1O)NCCC1=CCCCC1,4,-3,-1,-11,1,-0.1,95,3.0,10,-9
N=c1c2c(-c3ccccc3)c(-c3ccccc3)n(Cc3ccco3)c2ncn1CCCN1CCOCC1,4,3,-1,10,43,1.3,96,-1.0,12,4
c1cc2c(nn1)CCc1nonc1-2,36,-4,1,1,2,0.1,90,1.3,14,-23
O=C1c2cc(CO)cc(O)c2C(=O)c2c(O[C@@H]3OC(CO)[C@@H](O)[C@@H](O)[C@@H]3O)cccc21 (stereo not given in full),0,1,2,4,-8,1.0,97,-0.5,-8,-14
CCOc1ccccc1N1CCN(S(=O)(=O)c2ccc(Cl)s2)CC1,-2,-4,-2,2,-1,0.3,98,1.7,6,-13
COc1ccccc1CCNC(=O)C(=O)NCC1OCCN1S(=O)(=O)c1ccc2c(c1)OCCO2 (stereo not given),-1,-4,-1,1,-3,0.6,101,-3.3,5,2
CCCNc1ncc2c(=O)[nH][nH]c(=O)c2n1,-7,2,2,-2,-1,-0.2,97,-1.9,0,-16
CC(C)[C@H](N)C(=O)N1CCC(C(=O)N[C@@H](Cc2ccccc2)C(=O)NCc2ccc(F)cc2)CC1,-1,2,1,-7,0,-0.5,91,-1.2,1,-6
COc1ccc([C@H]2C[C@@H](n3cc(COC(=O)c4ccccc4)nn3)[C@H](O)CN2Cc2cccs2)cc1,7,-8,1,-5,0,0.0,101,-0.6,11,-8
CCC(c1nnnn1-c1ccc2c(c1)OCCO2)N1CCN(C(=O)C2CCCO2)CC1 (stereo not given),x,-8,x,x,-3,0.1,104,x,x,-7

# Some of these compounds in order of formula weight, rising:
SMILES,Vif imaging,ABHD5 PLIN5 PPI,Glyco luc inh,TLR9-MyD88 inh,Granule exo inh,aDG glyco up,ABCB6 inh MLPCN,MC4R barr agon,MC4R antagonist,NOD2-RIPK2 inh
c1cc2c(nn1)CCc1nonc1-2,36,-4,1,1,2,0.1,90,1.3,14,-23
CCCNc1ncc2c(=O)[nH][nH]c(=O)c2n1,-7,2,2,-2,-1,-0.2,97,-1.9,0,-16
COCCCNC(=O)CCSc1ccc(C)cc1,x,6,2,4,2,-0.1,94,-0.9,-1,-8
O=C(COC(=O)c1ccccc1O)NCCC1=CCCCC1,4,-3,-1,-11,1,-0.1,95,3.0,10,-9
Cc1cc(C)cc(N2C(=O)CCN(Cc3ccccc3)C2=O)c1,5,1,1,5,-2,0.1,94,-1.6,4,-1
CC(NC(=S)NC1CCCCC1)c1ccc(C(C)(C)C)cc1 (stereo not given),6,-13,-6,-17,5,2.0,81,5.6,-1,2
CCC(C)NC(=O)COC(=O)c1cccnc1Nc1ccccc1F (stereo not given),2,4,1,-9,0,0.1,96,-2.0,3,-7
CCOc1ccccc1N1CCN(S(=O)(=O)c2ccc(Cl)s2)CC1,-2,-4,-2,2,-1,0.3,98,1.7,6,-13
O=C(CSc1nnc(NC2CC2)s1)Nc1ccc(N2CCOCC2)cc1,x,-7,3,-9,-4,-0.2,101,-1.4,0,5
CCC(c1nnnn1-c1ccc2c(c1)OCCO2)N1CCN(C(=O)C2CCCO2)CC1 (stereo not given),x,-8,x,x,-3,0.1,104,x,x,-7
O=C1c2cc(CO)cc(O)c2C(=O)c2c(O[C@@H]3OC(CO)[C@@H](O)[C@@H](O)[C@@H]3O)cccc21 (stereo not given in full),0,1,2,4,-8,1.0,97,-0.5,-8,-14
CC(C)[C@H](N)C(=O)N1CCC(C(=O)N[C@@H](Cc2ccccc2)C(=O)NCc2ccc(F)cc2)CC1,-1,2,1,-7,0,-0.5,91,-1.2,1,-6
COc1ccc([C@H]2C[C@@H](n3cc(COC(=O)c4ccccc4)nn3)[C@H](O)CN2Cc2cccs2)cc1,7,-8,1,-5,0,0.0,101,-0.6,11,-8
COc1ccccc1CCNC(=O)C(=O)NCC1OCCN1S(=O)(=O)c1ccc2c(c1)OCCO2 (stereo not given),-1,-4,-1,1,-3,0.6,101,-3.3,5,2

# (listing goes on)
SMILES,Vif imaging,ABHD5 PLIN5 PPI,Glyco luc inh,TLR9-MyD88 inh,Granule exo inh,aDG glyco up,ABCB6 inh MLPCN,MC4R barr agon,MC4R antagonist,NOD2-RIPK2 inh
CC1=CC(C)(C)N(C(=O)CN2C(=O)CCC2=O)c2ccc(C)cc21,6,0,0,-17,-2,0.5,98,-2.7,4,0
COCCCNC(=O)CN1C(=O)/C(=C/c2ccccc2)Sc2ccccc21,0,-6,-1,-10,14,0.2,101,0.6,13,9
CC(C)Cn1c(SCC(=O)NCc2ccco2)nnc1-c1ccncc1,0,1,1,-2,-3,-0.1,99,1.6,-3,-2
CN(C)CC(=O)Nc1ccc(S(N)(=O)=O)cc1,15,-6,0,-14,4,0.0,96,0.8,-1,-1
CN(C(=O)c1cccc(NC(=O)Cc2cccc(NC(=O)C3CCN(C(=O)C4CCCC4)CC3)c2)c1)C1CCC1,-9,3,-1,-7,0,0.0,97,-1.9,12,6
O=C(O)CN1C(=O)CSc2ccccc21,-3,-1,2,-3,-3,-0.2,94,0.7,8,-5
CS(=O)(=O)N(CC(=O)Nc1ccc(S(=O)(=O)N2CCCC2)cc1)c1ccccc1F,3,5,-1,-11,0,-0.4,98,-2.3,2,-10
CC(C)[C@H](NC(=O)c1cccc(S(=O)(=O)N2CCOCC2)c1)C(=O)Nc1nccs1,-5,-3,3,8,-1,0.0,97,-3.0,6,-8
Cc1ccc(C(=O)Nc2ccccc2[N+](=O)[O-])cc1S(=O)(=O)N1CCOCC1,27,-3,6,-2,5,0.3,99,-2.1,6,10
CCc1noc(C)c1C(=O)Nc1cc(S(=O)(=O)N2CCOCC2)ccc1OCC(F)(F)F,-2,0,2,2,-7,-0.2,93,1.3,6,-18
CC(=O)NCC(=O)OCC(=O)c1ccc2ccccc2c1,31,3,0,-15,3,-0.2,98,0.8,8,5
O=C(CSc1nnc(-c2cccs2)n1Cc1ccccc1)NCc1ccc2c(c1)OCO2,-6,-4,-1,-5,-3,0.0,98,-1.7,4,-6
COc1cc(/C=C(\C#N)C(=O)NCCc2ccccc2)cc(OC)c1O,7,10,4,11,0,-0.2,115,-3.4,-11,-1
Cc1ccc(NC(=O)COC(=O)C2CCN(c3ccc(C(F)(F)F)cn3)CC2)cc1C,1,7,0,1,-4,0.2,98,4.0,-3,-3
CCOC(=O)c1oc2ccccc2c1NC(=O)c1ccccc1OC,-2,7,0,-19,2,-0.2,100,0.3,-6,-21
Cc1ccc(NC(=O)CSc2n[nH]c(-c3ccco3)n2)cc1,1,2,-1,2,-2,0.0,99,-0.5,8,-7
Cc1ccc(CNC(=O)CCc2nc(-c3cccs3)no2)cc1,9,-18,1,11,1,0.3,105,2.0,12,-17
O=C(c1ccc(Cl)cc1)c1c[nH]c(C(=O)NNc2ccccc2)c1,-10,-12,3,6,1,2.9,105,0.0,7,-5
CC[C@@H]1Cc2[nH][nH]c(=O)c2[C@@H](c2ccc(F)cc2)O1,x,3,x,x,6,-0.1,115,x,x,-3
CCCCN(C(=O)NC(=O)Nc1c(C)cc(C)cc1C)S(C)(=O)=O,-3,-7,1,7,-8,-0.3,104,2.1,-3,-8
O=C(NCc1ccncc1)c1cc(F)c(F)cc1Cl,6,-7,1,-5,0,-0.3,95,1.4,-1,-8
O=C(O)C1CCN(c2ncccn2)CC1,12,-6,-1,0,1,-0.1,93,-1.7,5,-8
COc1ccc2c(c1)-c1nc(/N=C/c3ccc(O)cc3)sc1CC2,4,-3,4,8,-8,0.2,97,-0.8,9,-1
CCN(CC)S(=O)(=O)c1cc(NS(=O)(=O)c2cc(Cl)ccc2Cl)ccc1C,-1,1,-1,-5,7,-0.2,102,0.7,-8,-5
CC1(C)CC2=C(CO1)C(=S)NC(c1ccccc1)N2CC1CCCO1 (stereo not given),-4,-5,0,0,-5,0.0,94,-1.9,11,2
N#Cc1ccc(NC(=O)CSc2cn[nH]n2)cc1,8,-11,0,-2,-7,-0.2,102,0.1,-1,-2
